Bioassay records deposited in PubChem by several laboratories.
STK33 inh = blocks human STK33 kinase activity. purified STK33, MBP phosphorylation, ADP-Glo luminescence. inhibition, % at 10 µM. hit rate 0.073% among 320,000;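 active = inhibition at or above 25%, using the most active replicate where run in duplicate; inactive = inhibition below 25%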
KCNQ2 block = KCNQ2 potassium channel inhibitors, primary screen, cell-based, CHO-K1, FluxOR thallium flux, B-score (AID 2156); B-score at 10 µM; O88943; 20 min; active compounds read low; hit rate 1.1% among 310,000;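 active = fluorescence ratio B-score at most minus 3 library SDs, with starting brightness B-score within 2 library SDs, cut at about -5.5 in these data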
Target sequence (O88943 whole entry, looked up): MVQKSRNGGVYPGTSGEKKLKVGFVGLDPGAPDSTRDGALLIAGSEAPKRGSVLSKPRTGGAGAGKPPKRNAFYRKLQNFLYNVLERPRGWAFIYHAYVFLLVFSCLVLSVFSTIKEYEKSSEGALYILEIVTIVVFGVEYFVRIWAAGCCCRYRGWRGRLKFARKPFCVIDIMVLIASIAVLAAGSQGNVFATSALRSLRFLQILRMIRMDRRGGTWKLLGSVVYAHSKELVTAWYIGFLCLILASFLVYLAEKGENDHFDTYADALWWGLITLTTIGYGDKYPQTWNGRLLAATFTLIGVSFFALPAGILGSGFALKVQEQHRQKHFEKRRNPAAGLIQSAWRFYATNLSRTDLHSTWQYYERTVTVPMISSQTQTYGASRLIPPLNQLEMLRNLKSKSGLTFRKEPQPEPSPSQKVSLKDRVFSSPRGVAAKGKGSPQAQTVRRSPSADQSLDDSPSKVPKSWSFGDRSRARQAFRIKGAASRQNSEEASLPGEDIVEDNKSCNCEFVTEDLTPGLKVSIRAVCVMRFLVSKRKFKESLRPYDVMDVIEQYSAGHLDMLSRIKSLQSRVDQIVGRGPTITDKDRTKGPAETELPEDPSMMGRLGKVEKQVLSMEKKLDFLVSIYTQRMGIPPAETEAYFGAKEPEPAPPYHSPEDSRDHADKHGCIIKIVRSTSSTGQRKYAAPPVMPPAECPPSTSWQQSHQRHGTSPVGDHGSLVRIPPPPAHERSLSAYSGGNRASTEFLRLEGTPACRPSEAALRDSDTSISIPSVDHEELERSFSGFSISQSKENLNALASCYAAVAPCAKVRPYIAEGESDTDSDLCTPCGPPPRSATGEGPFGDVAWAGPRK
OX1R antag = blocks the human orexin 1 receptor. O43613. OX1R-expressing cells, FRET antagonist read-out. inhibition, % at 6.6 µM. hit rate 1.8% among 330,000; in the data active = inhibition mostly above about 38%, no sharp cut-off; inactive = mostly below about 40%;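 note: 0% = agonist challenge alone and 100% = reference antagonist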
* marks the source's active call; other numbers are inactive results; i = inactive; x = no result given.

SMILES	STK33 inh	KCNQ2 block	OX1R antag
CC(=O)NCCc1ccc(S(=O)(=O)N2CCOCC2)cc1	-0.4	i	38
OC(COc1ccccc1)CN1CCN(Cc2ccc3c(c2)OCO3)CC1 (stereo not given)	-1.1	i	14
COc1ccc(/C=N/NC(=O)c2ccc(N)cc2)cc1Cn1cc([N+](=O)[O-])cn1	0.5	i	10
N#CCOc1nc(N2CCOCC2)nc(N2CCOCC2)n1	-1.2	i	8
NC(=O)CSc1nnc(-c2ccc3c(c2)OCO3)o1	0.6	i	17
CNC(=O)COc1ccc(Cl)c2cccnc12	-0.5	i	8
Oc1ccc(-c2[nH]ncc2-c2ccc(Cl)cc2)c(O)c1	9.3	i	5
CN(C(=O)COC(=O)c1ccc2c(=O)n3c(nc2c1)CCC3)C1CCS(=O)(=O)C1 (stereo not given)	-0.7	i	3
COc1ccc(NS(=O)(=O)CC(C)C)c(OC)c1	-1.9	i	10
Cc1cc(Cl)ccc1NC(=S)N1CCN(Cc2ccccc2)CC1	-1.4	i	11
COC(=O)c1ccc(OCC(=O)NC(C)(C)C)cc1	-1.1	i	15
O=C(O)CN1CCN(c2ncc(C(F)(F)F)cc2Cl)CC1	0.2	i	8
COc1ccc(-c2nsc3c(SCc4ccccc4)ncnc23)cc1	-1.7	i	6
O=C(NCC(=O)N1CCN(Cc2ccccc2)CC1)c1cccs1	-0.7	x	9
Cc1ccc(SCc2c(C(=O)N/N=C/c3ccc4c(c3)OCO4)nnn2-c2nonc2N)cc1	1.0	i	60*
Cc1ccc(OCCn2cnc3cc([N+](=O)[O-])ccc3c2=O)cc1	-0.9	i	33
Cc1cc(NC(=O)c2ccc3[nH]c(C)c(C)c3c2)ccn1	1.6	i	x
CCOc1ccccc1C(=O)NCC(=O)OCc1c(C)noc1C	-1.5	i	3
Cc1cc(C)nc(NS(=O)(=O)c2ccc(NC(=O)c3ccc(S(=O)(=O)N4CC(C)OC(C)C4)cc3)cc2)n1 (stereo not given)	-0.1	i	22
CC(=O)N/N=C/c1cc([N+](=O)[O-])ccc1OCCOc1ccccc1	0.4	i	17
Cc1cccc(C)c1OCC(=O)NNC(=S)NC(=O)C1CC1	-1.2	i	23
CCOC(=O)c1cc2c(ccn2C)n1CC(=O)N(Cc1ccccc1)c1ccccc1	0.3	i	1
CCCNc1nc(C)cc(-c2cc(C(=O)NCc3ccccc3)on2)n1	0.0	i	33
Cn1c(=O)c2cc(S(=O)(=O)N3CCOCC3)ccc2n(C)c1=O	-0.2	i	10
CCOC(=O)N1CCC(N2CCN(c3cc(C)ccc3C)CC2)CC1	-2.2	i	9
Following part
SMILES	STK33 inh	KCNQ2 block	OX1R antag
COC(=O)c1ccccc1NC(=O)CNC(=O)c1ccc(OC)cc1	-1.6	i	10
Cc1ccccc1OCC(=O)Nc1nc2ccccc2[nH]1	-0.5	i	8
Cn1cc(CN2CCN(c3ccc(Cl)cn3)CC2)c(-c2ccccc2F)n1	-0.9	i	8
N#C/C(=C/c1cn(-c2ccccc2)nc1-c1cccc(S(=O)(=O)N2CCCC2)c1)C(=O)NCc1ccco1	-0.9	i	14
Cc1nn(C)c(Oc2ccccc2)c1CCNS(=O)(=O)c1ccc(F)cc1	-0.9	i	15
Cc1ccc(S(=O)(=O)CCC(=O)OCC(=O)NC(=O)c2ccccc2)cc1	x	i	3
CCOC(=O)CNC(=O)CSc1nnc(NC(=O)c2ccc3c(c2)OCO3)s1	0.7	i	2
CC(=O)Nc1nnc(C)s1	-0.6	i	7
CC1CCN(c2c(NCc3ccc(C(=O)NCCc4ccc(Cl)cc4)cc3)c(=O)c2=O)CC1	1.4	i	13
Cc1nnc(SCC(=O)N(C2CCCCC2)C2CCS(=O)(=O)C2)n1C (stereo not given)	-1.9	x	-2
Brc1ccc2[nH]c3c(NCc4ccccn4)ncnc3c2c1	13	i	18
Cc1cccc(-c2nnn(Cc3nnc(NC(=O)c4ccccc4)s3)n2)c1	-0.6	i	-3
COc1ccc(CSc2nnnn2-c2ccc(C(=O)O)cc2)cc1	-0.2	i	-7
O=C(O)c1cc(S(=O)(=O)N2CCCCC2)ccc1N1CCCC1	-0.5	x	5
O=C(CN1CCN(S(=O)(=O)c2ccccc2[N+](=O)[O-])CC1)NC(=O)NCc1ccco1	-1.2	i	21
CCOc1ccccc1C1C(C#N)=C(SCC(=O)OC)NC(=O)C1C(=O)OC (stereo not given)	-1.5	i	10
CCOc1ccc(S(=O)(=O)N2CCN(CC)CC2)cc1NC(=O)c1ccccc1F	1.1	i	12
CC(=O)N1CCCN(Cc2nc(C3(c4ccc(C)cc4)CCCC3)no2)CC1	-0.8	i	18
COC(=O)NC1CCS(=O)(=O)C1 (stereo not given)	-1.3	i	12
COc1ccccc1NC(=O)C1=C(C)Nc2nc(CCCO)nn2C1c1ccc2c(c1)OCO2 (stereo not given)	0.2	i	41
Cn1c(C=O)c(-c2ccc3c(c2)OCCO3)c2ccccc21	-1.1	x	9
OC(COc1ccc(F)cc1)CN1CCN(c2ccccc2F)CC1 (stereo not given)	0.5	i	-7
Cc1cccc(OCCCC(=O)Nc2ccc(S(=O)(=O)N3CCCC3)cc2)c1	-1.6	i	9
CN(C(=O)COC(=O)c1ccc(C(C)(C)C)cc1)C1CCS(=O)(=O)C1 (stereo not given)	2.6	i	5
Clc1ccc(Nc2ccccc2)nn1	-0.4	i	-5
(more compounds)
SMILES	STK33 inh	KCNQ2 block	OX1R antag
Nc1cc(Cl)ccc1C(=O)OCC(=O)NC1CCCCCCC1	-0.7	x	3
FC(F)(F)c1cccc(N2CCN(Cc3cccnc3)CC2)c1	-1.1	i	6
COc1ccc(C(CC(=O)O)NC(=O)C2CCCCC2)cc1 (stereo not given)	0.7	i	9
Nc1cc(-c2ccccc2)n2c(n1)nc1ccccc12	-1.6	i	0
N#C/C(=C\N1CCOCC1)C(N)=O	-0.8	i	5
N#Cc1nc(COc2ccccc2)oc1N1CCCCCC1	2.2	i	25
CC(=O)c1cc(Cl)ccc1OC(=O)c1ccco1	0.5	i	9
CCOC(=O)C1CN(S(=O)(=O)c2ccccc2)C1	-1.5	i	9
COc1ccc(NC(=O)c2ccc(OC)c(S(=O)(=O)N3CCCCC3C)c2)cn1 (stereo not given)	0.3	x	2
COc1ccccc1CN(C)C(=O)CN1CCN(C(=O)c2cccs2)CC1	0.4	x	4
COc1ccc(C(=O)NCCn2cc(SCC(=O)N3CCOCC3)c3ccccc32)cc1	-5.7	i	8
O=C1CCC([N+](=O)[O-])C(c2ccc(Br)cc2)N1 (stereo not given)	-1.9	i	17
CC(=O)Nc1ccc(NC(=O)CSc2nnc(-c3ccccc3)n2Cc2ccc3c(c2)OCO3)cc1	-2.1	i	8
CCOC(=O)c1cc(-c2ccccc2C)nn1CC1CC(c2cccnc2)=NO1 (stereo not given)	-0.9	x	5
O=C(ONc1ccc(N=NC(=O)c2ccccc2O)cc1)c1ccccc1	-2.6	i	6
O=C(NCc1ccccc1)C1=C[C@@H](c2csc3ccccc23)C[C@@H](OCCCCO)O1	-0.2	i	24
Cc1ccccc1CN1CCC(N2CCC(C(=O)NCC3CCCO3)CC2)CC1 (stereo not given)	11	i	34
CC1(C)CC(=O)c2cnc(N)nc2C1	-1.8	i	19
CCOC(=O)c1c(NC(=O)Cn2nc(C(F)(F)F)cc2C)sc(C)c1C	1.6	i	7
Cc1cc(C)cc(N(CC(=O)NC2CCCC2)C(=O)c2csnn2)c1	-1.1	i	7
Cc1ccc(-c2n[nH]c(=O)c3ccccc23)cc1S(N)(=O)=O	-0.8	i	8
C/C(=N\NC1=NCCN1)c1ccc(N)c([N+](=O)[O-])c1	2.3	i	33
COc1cc(CCCN2CCNC[C@H]2Cc2cccc3ccccc23)cc(OC)c1OC	-1.7	x	4
C=CCNC(=O)CSc1cc([N+](=O)[O-])cc(S(=O)(=O)Cc2ccccc2)c1	0.0	i	56
O=C1CC(=O)NC(SCC(=O)Nc2ccccc2[N+](=O)[O-])=N1	-0.7	i	31

Some values from above:
STK33 inh with CCOC(=O)c1cc(-c2ccccc2C)nn1CC1CC(c2cccnc2)=NO1 (stereo not given) stands at -0.9
OX1R antag with C=CCNC(=O)CSc1cc([N+](=O)[O-])cc(S(=O)(=O)Cc2ccccc2)c1 stands at 56

Later entries
SMILES	STK33 inh	KCNQ2 block	OX1R antag
CC1Cc2ccccc2N1C(=O)CSc1ncccn1 (stereo not given)	-1.2	i	22
CC(C)(C)C(=O)Nc1ccc(C(=O)OC2CCCCC2)cc1	-0.6	i	10
CCOc1cc2c(C#N)c(N3CCNCC3)nc(N)c2c(N)n1	-3.4	i	20
O=C(O)CCN1C(=O)c2ccc(NC(=O)c3ccco3)cc2C1=O	-2.8	i	45
O=C(C(Sc1ccccc1)c1ccccc1)N1CCOCC1 (stereo not given)	-2.5	i	19
Cc1cc(NC(=O)c2cccc(S(=O)(=O)N3CCCC3)c2)no1	0.1	i	11
CC(=O)C1=C(C)NC(=O)NC1c1cc(Br)ccc1OCC#N (stereo not given)	3.1	i	4
Cc1cc(-c2cccs2)nc(-n2cccc2)n1	-2.1	i	15
Cc1ccsc1/C=C1\SC(N2CC(C)OC(C)C2)=NC1=O (stereo not given)	-1.4	i	41
Cn1cc(Cl)c(C(=O)NC(=S)Nc2sc3c(c2C#N)CCCCC3)n1	-0.8	i	9
Oc1ccc(Br)cc1CNc1nccs1	-0.4	i	0
CCC(=O)Oc1oc(-c2ccccc2)nc1C=Nc1ccc(C)cc1	-0.8	i	4
CN(Cc1cccs1)C(=O)CN1C(=O)c2ccccc2S1(=O)=O	-1.4	x	4
Cc1c(Cl)cccc1NC(=O)Nc1ccc(C(N)=O)cc1	0.2	i	20
Cc1nn(CC(=O)N2CCN(C)CC2)c(=O)c2ccccc12	-2.2	i	9
CN(C(=O)CC1C(=O)NCCN1Cc1ccoc1)C1CCOCC1 (stereo not given)	-0.6	i	4
CC(=O)Nc1ccccc1NC(=O)C/C(C)=N/NC(=O)C1CCCCC1	-1.4	i	11
CCCNC(=O)c1ccc2c(c1)ncn2-c1cc(C)cc(C)c1	0.6	i	10
CCOC(=O)c1c(C)[nH]c(C(=O)OCc2ccc([N+](=O)[O-])cc2)c1C	0.4	i	11
CC(C)CC(=O)Nc1ccnn1C1CCN(C(=O)c2ccc(Cl)cc2F)CC1	-3.3	i	1
O=C(Cc1ccc(Br)cc1)N1CCN(c2ccccc2O)CC1	4.4	i	15
CN(Cc1ccccc1)C(=O)c1[nH]cnc1C(=O)NCc1ccc(CNC(=O)OC(C)(C)C)cc1	-0.3	x	5
OC1COC(OCc2ccccc2)C(O)C1O (stereo not given)	-0.2	i	-6
CN(C(=O)c1ccc(OC2CCN(CCc3ccccc3)CC2)cc1)C1CCOC1 (stereo not given)	0.2	i	17
COc1ccc(S(=O)(=O)N2CC(C)N(C(=O)N3CCOCC3)C2)cc1 (stereo not given)	1.2	i	7
Remaining list, next part.
SMILES	STK33 inh	KCNQ2 block	OX1R antag
CCOC(=O)C1CN(S(=O)(=O)c2cc(OC)ccc2OC)C1	-0.6	i	-10
COc1cc(C2=NOC(C(=O)NCc3ccccn3)C2)cc(OC)c1OC (stereo not given)	-0.1	i	7
CSc1ccc(/C=C(\NC(=O)c2ccccc2)C(=O)NCCN2CCOCC2)cc1	0.1	i	12
CC1Cc2ccccc2N1C(=O)COC(=O)c1cccc(Br)c1 (stereo not given)	-1.3	x	4
CCOc1cc(N2CCOCC2)c(OCC)cc1NC(=O)COC(=O)c1cc2ccccc2cc1O	-1.4	i	15
COc1ccccc1N1C(=O)C2C(C(=O)c3ccccc3)=NN(c3ccc(C)cc3)C2C1=O (stereo not given)	6.7	i	13
NC(=O)c1ccc(NC(=O)Cc2csc(-c3ccccc3)n2)cc1	0.8	i	14
COC(=O)c1ccc(C(NC(=O)OCc2ccccc2)/C(C)=C/[C@@H](C)C(=O)NCc2ccc(OC)c(OC)c2)cc1 (stereo not given in full)	-0.4	i	28
COc1ccc(CCCC(=O)NCc2ccccc2)cc1C	-0.8	i	13
Cc1nn(-c2ccccc2)c(N2CCCC2)c1/C=N/NC(=O)c1cc(-c2cccnc2)nc2ccccc12	1.8	i	12
COc1ccc(NC(=O)CON=CC(=O)Nc2ccc(C)cc2)c(OC)c1	-0.3	x	1
COc1cc(C(=O)N/N=C/c2cc([N+](=O)[O-])cs2)cc(OC)c1OC	0.1	i	16

Structural class, the entries above with a Cl atom (12)
SMILES	STK33 inh	KCNQ2 block	OX1R antag
CNC(=O)COc1ccc(Cl)c2cccnc12	-0.5	i	8
Oc1ccc(-c2[nH]ncc2-c2ccc(Cl)cc2)c(O)c1	9.3	i	5
Cc1cc(Cl)ccc1NC(=S)N1CCN(Cc2ccccc2)CC1	-1.4	i	11
O=C(O)CN1CCN(c2ncc(C(F)(F)F)cc2Cl)CC1	0.2	i	8
Cn1cc(CN2CCN(c3ccc(Cl)cn3)CC2)c(-c2ccccc2F)n1	-0.9	i	8
CC1CCN(c2c(NCc3ccc(C(=O)NCCc4ccc(Cl)cc4)cc3)c(=O)c2=O)CC1	1.4	i	13
Clc1ccc(Nc2ccccc2)nn1	-0.4	i	-5
Nc1cc(Cl)ccc1C(=O)OCC(=O)NC1CCCCCCC1	-0.7	x	3
CC(=O)c1cc(Cl)ccc1OC(=O)c1ccco1	0.5	i	9
Cn1cc(Cl)c(C(=O)NC(=S)Nc2sc3c(c2C#N)CCCCC3)n1	-0.8	i	9
Cc1c(Cl)cccc1NC(=O)Nc1ccc(C(N)=O)cc1	0.2	i	20
CC(C)CC(=O)Nc1ccnn1C1CCN(C(=O)c2ccc(Cl)cc2F)CC1	-3.3	i	1
